Screening results deposited in PubChem BioAssay by several laboratories.
Rev-erbA mod = modulators of human Rev-erb alpha DNA binding; activity, % at 10 µM; Rev-erbα–FITC-DNA binding, fluorescence polarization, 90 min; 370,000 compounds, 0.79% hits; P20393;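 active = activity above about 14%, limit read from the data; passing the limit was not always enough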;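 also: 0% = DMSO wells with 35 nM protein and 100% = DMSO wells with 750 nM protein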
Target sequence (P20393 whole entry, looked up): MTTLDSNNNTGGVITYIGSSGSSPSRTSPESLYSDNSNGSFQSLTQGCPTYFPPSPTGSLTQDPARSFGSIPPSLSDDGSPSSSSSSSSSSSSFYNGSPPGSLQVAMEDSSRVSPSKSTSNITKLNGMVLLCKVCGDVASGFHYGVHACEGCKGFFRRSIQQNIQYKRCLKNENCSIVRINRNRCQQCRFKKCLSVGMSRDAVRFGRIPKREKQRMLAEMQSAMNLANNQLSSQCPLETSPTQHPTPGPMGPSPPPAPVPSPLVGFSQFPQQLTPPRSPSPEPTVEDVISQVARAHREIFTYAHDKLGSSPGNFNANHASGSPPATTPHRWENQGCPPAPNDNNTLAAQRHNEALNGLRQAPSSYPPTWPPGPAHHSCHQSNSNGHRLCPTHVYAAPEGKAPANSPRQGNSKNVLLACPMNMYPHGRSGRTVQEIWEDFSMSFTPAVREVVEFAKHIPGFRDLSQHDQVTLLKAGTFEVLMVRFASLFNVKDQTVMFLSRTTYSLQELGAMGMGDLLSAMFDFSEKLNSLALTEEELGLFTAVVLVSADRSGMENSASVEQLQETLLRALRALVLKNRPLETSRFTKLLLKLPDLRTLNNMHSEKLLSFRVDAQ
DAX1 inh-1 = inhibitors of DAX1 repression of SF-1 activated StAR promoter | HEK293T StAR-luciferase reporter, SF-1/DAX-1 repression relief | 370,000 compounds, 1.1% hits | inhibition, % at 6.8 µM | AID 652010;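 active = inhibition above the mean over all tested compounds plus 3 SD, cut at about 3.6% in these data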;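 also: 0% = DAX-1 cells with DMSO and 100% = cells lacking DAX-1 with DMSO; higher inhibition means more luminescence from relief of DAX-1 repression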
ssDAF-12 act = S. stercoralis DAF-12 activation, primary screen; HEK293 ssDAF-12/GRIP1 lit1-tk-luc reporter, luminescence; % of 3 µM dafachronic acid response; activation, % at 6.8 µM; AID 652126; 370,000 compounds, 1% hits;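 active = activation above the mean over all tested compounds plus 3 SD, cut at about 0.9% in these data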;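 also: 0% = DMSO-only wells and 100% = 3 µM delta7-dafachronic acid wells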
HGIII-sPLA2 inh = Blocks human group III sPLA2 activity; Q9NZ20; QFRET BODIPY PC-A2 liposome hydrolysis, fluorescence; inhibition, % at 12.2 µM; 370,000 compounds, 0.56% hits;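 active = inhibition above mean plus 3 SD of compounds lying within the high and low control bounds, cut at about 19% in these data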;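 also: 0% = median of test compound wells and 100% = no enzyme DMSO wells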
PLC-beta3 inh = inhibitors of human phospholipase C beta3 | Q01970 | Purified PLC-beta3, fluorogenic substrate, fluorescence | inhibition, % at 12.2 µM | 370,000 compounds, 0.18% hits; in the data active = inhibition above about 11%;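 also: 0% = median of compound wells on plate and 100% = full blocker control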
hcDAF-12 act = activators of H. contortus DAF-12 nuclear receptor | activation, % at 6.8 µM | 370,000 compounds, 1.4% hits | HEK293 hcDAF-12 lit1-tk-luc reporter, luminescence; 0% DMSO, 100% Δ7-dafachronic acid | AID 652067;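 active = activation above the mean of all tested compounds plus 3 SD, cut at about 5.5% in these data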;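 also: 100% = response to 3 µM Δ7-dafachronic acid high control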
FXN GAA850 act = increases GAA850 frataxin promoter reporter activity | activation, % at 6 µM | AID 540364 | 360,000 compounds, 0.56% hits | HEK293 lucGAA850 FXN promoter luciferase reporter, 24 h; percent of 10 µM SAHA response;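 active = activation above the average of all compounds screened plus 3 SD, cutoff fixed separately per campaign, cut at about 7.5% in these data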;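 also: 0% = DMSO wells and 100% = 10 µM SAHA wells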
PG9 binder = binds the HIV-1 gp120 antibody PG9 | 360,000 compounds, 0.43% hits | inhibition, % at 6.7 µM | TR-FRET gp120-PG9 antibody binding; in the data active = inhibition above about 8.5%
DAX1 inh-2 = inhibits human nuclear receptor DAX1; HEK293 Gal4-DAX1 luciferase reporter, luminescence; AID 504766; inhibition, % at 6.75 µM; 340,000 compounds, 0.99% hits;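 active = inhibition above the mean over all tested compounds plus 3 SD, cut at about 4.2% in these data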;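 also: 0% = DAX1-transfected cells with DMSO and 100% = empty-vector control cells with DMSO; inhibition shows as a rise in luminescence from relieved DAX1 repression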
Target sequence (P51843 207-470 limits assumed): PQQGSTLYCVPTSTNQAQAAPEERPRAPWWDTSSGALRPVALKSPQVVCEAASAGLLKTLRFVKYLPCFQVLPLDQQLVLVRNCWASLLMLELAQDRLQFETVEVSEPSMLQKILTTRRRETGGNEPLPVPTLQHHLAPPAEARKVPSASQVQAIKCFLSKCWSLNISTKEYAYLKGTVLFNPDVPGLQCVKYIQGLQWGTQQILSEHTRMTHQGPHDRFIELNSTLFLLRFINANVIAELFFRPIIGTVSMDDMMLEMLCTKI
SMARCA2 act = activators of SMARCA2 function | activation, % at 9.1 µM | 370,000 compounds, 1% hits | MG213 cells, MMTV-luciferase reporter, dexamethasone, overnight; in the data active = activation above about 7.8%;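 also: 0% = vehicle wells and 100% = reference activator wells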
hgDAF12 agonist = agonists of H. glycines DAF-12 nuclear receptor | AID 687014 | HEK293 GAL4-hgDAF12 UAS-luciferase reporter, agonist luminescence; normalized to butyrate control | 370,000 compounds, 1.8% hits | activation, % at 6.8 µM;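 active = activation above a cutoff set at the mean of all screened compounds plus 3 SD, cut at about 10% in these data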;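 also: 0% = DMSO wells and 100% = sodium butyrate wells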
The depositor's hits bear a star; nt = no result given; & = joins results of further samples.

smiles	Rev-erbA mod	DAX1 inh-1	ssDAF-12 act	HGIII-sPLA2 inh	PLC-beta3 inh	hcDAF-12 act	FXN GAA850 act	PG9 binder	DAX1 inh-2	SMARCA2 act	hgDAF12 agonist
CCOc1ccc(NC(=O)c2ccccc2NS(=O)(=O)c2ccc(F)cc2)c([N+](=O)[O-])c1	0	-0.6	-1.8	-45	-5	-2.4	0.5	-1.7	-1.1	-4	-1.8
COc1ccccc1CNC(=O)C(C)n1cccc1C(=O)c1ccccc1 (stereo unspecified)	-9	-2.8	-1.7	5	-5	-1.1	-1.8	-0.2	-0.1	-3	-3.7
O=C(NCc1ccccc1)C1=C[C@H](C2CCCCC2)C[C@H](OCc2ccc(CO)cc2)O1	-2	-0.6	-1.5	-6	0	-0.2	-0.2	-0.1	0.6	1	-0.8
CO/N=C/c1ccc(Sc2ccccc2)c([N+](=O)[O-])c1	6	-1.0	-1.2	8	0	-1.7	2.9	-1.2	0.8	-3	0.7
O=C(NCCc1c[nH]c2ccccc12)C(=O)NCC(c1cccnc1)N1CCN(c2ccccc2)CC1 (stereo unspecified)	0	-4.0	-1.7	-89	2	-3.3	-2.0	2.5	-3.5	-3	-6.3
Nn1c(SCC(=O)N2CCOCC2)nnc1-c1ccco1	2	-0.4	-1.5	0	4	-0.1	0.4	-0.2	0.5	0	-3.9
Cc1cc(=O)n2c3c(cccc13)CCC2	-4	0.3	-0.9	6	3	1.3	0.0	0.2	1.9	-1	2.8
CCCC(=O)Nc1ccc(-c2nc3cc(C)c(C)cc3o2)c(O)c1	17*	0.4	0.4	2	-109	0.1	0.4	-0.1	1.4	0	3.0
O=C(CSc1nnc2ccc(-c3ccc(F)cc3)nn12)N1CCCC1	-1	0.1	-1.1	-5	-307	-0.8	-0.3	-2.1	0.2	-3	2.1
CS(=O)(=O)c1ccc(Cl)c(NC(=O)CCNC(=O)c2ccco2)c1	-1	-0.2	-1.1	0	-4	-1.3	1.9	-2.0	0.1	-1	-1.3
CS(=O)(=O)N1CCC(C(=O)Nc2ccc(Cl)c(Cl)c2)CC1	-4	0.1	-1.0	-5	1	-1.0	2.4	1.9	nt	-2	-0.5
CC(=O)NCCNC(=O)C1(C)Cc2c(-c3cccc(C(F)(F)F)c3)ccnc2O1 (stereo unspecified)	-1	-0.1	-1.2	-2	0	-1.5	5.1	-1.0	nt	-2	-2.2
O=C(Cn1nc(-c2cccc([N+](=O)[O-])c2)c2ccccc2c1=O)NCC1CCCO1 (stereo unspecified)	-1	-0.9	-1.4	2	1	-1.6	-1.1	1.8	0.2	-2	-2.6
CCc1nnc(NC(=O)c2cccc(NC(=O)C(C)C)c2)s1	2	1.5	0.1	0	1	-0.1	0.6	-0.9	-0.1	8.8*	3.5
CCOc1ccccc1CNS(=O)(=O)c1ccc2c(c1)oc(=O)n2C	-3	-0.8	-1.9	3	4	-0.7	0.7	1.4	0.0	-2	-0.2
Cn1cc(CNC(=O)c2ccc(OC3CCN(Cc4ccccn4)CC3)cc2)cn1	-3	-2.3	-1.6	-1	-2	-0.4	1.0	-1.5	-0.2	-1	1.5
O=C(COc1ccc(C(=S)N2CCOCC2)cc1)Nc1ccccc1C(F)(F)F	0	0.2	-1.6	5	-2	-1.8	1.8	-1.3	-0.3	3	1.1
O=C1NC(Cc2ccccc2)c2nc3ccc(F)cc3c(=O)n2-c2ccccc21 (stereo unspecified)	-4	1.1	-0.7	1	-1	-1.5	nt	1.8	nt	2	2.4
O=C1NC(c2ccccn2)Nc2sc3c(c21)CCC3 (stereo unspecified)	5	1.8	0.1	-4	-109	1.8	3.6	0.4	2.1	3	7.8
COCCCNC(=O)c1ccc([N+](=O)[O-])cc1	-6	-0.6	-0.8	1	2	2.7	-0.8	-2.9	0.9	2	-1.1
COc1ccc(CNC(=O)CCNC(=O)c2ccco2)cc1OC	-1	-0.4	-1.5	6	-6	-0.2	2.5	-0.3	0.3	0	0.0
COC(=O)c1c(NC(=O)c2ccco2)sc(C(=O)Nc2ccc(F)cc2)c1C	5	1.2	-1.0	7	4	1.9	2.2	0.4	0.1	1	5.5
Cc1ccc(C)c(N2CCN(S(=O)(=O)c3c(C)[nH]c(C)c3C(=O)N3CCCC3)CC2)c1	-8	-1.8	-1.0	7	-9	-2.8	-1.6	-2.2	-0.3	-4	1.9
COCCn1nnnc1C(c1ccc(OC)c(OC)c1)N1CCN(C(=O)c2ccco2)CC1 (stereo unspecified)	3	-0.1	0.1	6	-6	0.1	1.8	3.0	-2.2	0	3.2
O=C(O)c1ccc(N/N=C/c2ccc(-c3ccccc3Cl)o2)cc1	0	9.2*	1.3*	-45	-220	9.8*	5.2	-2.7	-0.8	0	24*
Cc1cc(NC(=O)CCCC(=O)Nc2ccc(F)cc2)no1	0	-0.1	-1.0	-2	3	-1.3	-0.5	-2.7	0.6	-4	-0.1
O=C(CCC1CCCN(C(=O)C2=CCCCC2)C1)N1CCN(c2ccccn2)CC1 (stereo unspecified)	-7	0.3	-2.4	10	-1	-0.8	1.1	-0.3	-1.0	-4	0.4
NC(=O)C1(Nc2ccc(-c3ccc(Br)cc3)cc2)CCCC1	-1	-1.3	-0.8	20*	-5	0.2	3.2	5.7	0.2	-2	9.6
CCCN(CCC)S(=O)(=O)c1cccc(C(=O)N=c2sccn2C)c1	-11	-2.9	-1.0	-12	-42	-3.5	0.7	0.3	1.3	-1	-3.9
CC(CC(=O)Nc1ccc(F)c([N+](=O)[O-])c1)c1ccccc1 (stereo unspecified)	0	-0.2	-0.9	0	0	0.5	-1.2	0.2	0.4	-5	2.1
O=S(=O)(Cc1ccc(Cl)cc1)N1CCN(c2ncccn2)CC1	-2	-1.8	-0.6	2	-6	-1.6	-0.2	-1.4	0.5	-1	-0.3
CN(C)c1ccc(/C=N/NC(=O)c2ccnn2C)cc1	0	1.8	-0.5	4	-15	1.3	3.6	-2.5	2.2	4	9.2
O=c1cc(-c2ccccc2)oc2cc(O)ccc12	2&-8	4.5*	-0.7	-14	-488	2.5	0.5	2.0	2.0	4	15*
O=C(Nc1ccc2nc3n(c(=O)c2c1)CCCC3)c1ccccc1F	-1	0.7	-0.5	7	-7	0.4	1.1	-1.7	1.4	2	2.3
COc1ccc(C(=O)Nc2nnc(SCC(=O)Nc3ccc(NC(C)=O)cc3)s2)c(OC)c1	-15	13*	0.7	-7	-3	8.7*	0.0	1.1	9.3*	6	14*
O=C(c1cn(-c2ccccc2)nc1-c1ccccc1)n1nnc2ccccc21	-1	0.4	-1.0	-3	3	0.1	-0.6	1.5	0.2	-2	-0.5
CCOC(=O)C1(C)CCN1C(=O)Cc1ccc(OC)cc1 (stereo unspecified)	5	-1.2	-1.2	25*	0	-0.2	-1.7	1.6	nt	-3	-1.4
COc1ccccc1N(C)S(=O)(=O)c1ccc(C(=O)OCC(N)=O)cc1	2	-0.4	-1.3	3	3	-0.4	-0.5	-0.5	-0.5	1	-2.3
COC(=O)[C@H](CC(C)C)N1Cc2nnn(CC3CCCCC3)c2-c2ccccc2S1(=O)=O	-9	-0.4	-1.6	1	4	-2.6	nt	nt	nt	-4	1.1
COc1ccc(C(=O)NCC(=O)OCC(=O)Nc2c(C)n(C)n(-c3ccccc3)c2=O)cc1	6	-0.4	-0.9	3	1	5.0	-0.4	-1.0	1.2	-1	2.9
COC(=O)c1cc(NC(=O)CSc2nc(C)cc(=O)[nH]2)cc(C(=O)OC)c1	1	0.2	-0.9	-1	-1	1.5	1.6	-1.1	1.5	-1	1.6
CCOC(=O)C1CCN(C(=O)C(=O)N2CCC(C(=O)OCC)CC2)CC1	-1	-0.8	-1.4	5	6	-0.6	-5.6	-1.3	0.3	4	0.6
CCC1Oc2ccccc2N(CC(=O)N2CCOCC2)C1=O (stereo unspecified)	1	-0.7	-0.7	1	-5	-0.8	1.1	-1.3	0.7	-2	-0.4
Oc1ccccc1N1CCN(CC(O)COCc2ccccc2Cl)CC1 (stereo unspecified)	1	0.8	-0.2	-3	-7	0.0	1.3	-1.2	-1.1	1	-1.1
CCCCNC(=S)N1CCN(C(c2ccccc2)c2ccccc2)CC1	-8	-0.1	-1.7	-10	-3	0.3	-0.1	0.2	-1.1	-1	1.8
NC(=O)C1CCCN(Cc2c(C(=O)N3CCc4ccccc4C3)nc3ccc(Cl)cn23)C1 (stereo unspecified)	0	0.1	0.0	5	-9	1.7	0.5	-1.5	1.1	-1	-0.8
Cc1csc(=N)n1-c1ccc(Cl)cc1	-4	2.0	-0.8	9	2	0.7	4.3	-1.0	1.7	5	9.5
CC(C)(C)c1ccc(C(=O)NNc2cc(N3CCOCC3)nc(N3CCOCC3)n2)cc1	-4	-0.5	-1.5	3	-7	-0.5	0.7	-1.3	-2.0	-1	1.0
COc1ccc(CNC(=O)COC(=O)Cc2ccc(Cl)cc2Cl)cc1	-1	-0.1	-2.0	-25	-1	-1.0	0.3	-1.8	-0.1	-1	-3.0
CN(C)CCCNC(=O)c1cc(Br)ccc1Cl	-1	-0.2	-1.5	-1	0	0.6	0.9	-1.5	-0.3	1	0.6
O=C1NC[C@@H](CCCCN2C[C@H](Cc3ccccc3)N(CCC3CCCCC3)C(=O)C2=O)N(CC2CCCCC2)C1=O	-5	-1.6	-0.8	15	2	-0.7	nt	0.8	nt	-5	0.7
Cc1ccc(S(=O)(=O)N2CCOCC2)cc1C(=O)NC1CCCCCC1	-6	-2.6	-1.1	3	-6	1.0	0.6	-0.5	0.0	-2	4.0
CC(=O)N1c2ccccc2NC2=C(C(=O)CC(C)(C)C2)C1c1cccn1C (stereo unspecified)	-2	-0.1	-1.7	-3	-18	1.4	-1.4	0.5	-0.5	-1	2.5
COc1cc(OC)c(OC)cc1CN1CCN(Cc2ccc(SC)cc2)CC1	3	-0.9	-1.6	-4	3	-2.2	-2.2	1.6	0.5	-2	-2.1
Cc1nc(Nc2ccccc2)c2oc3ccc(Cl)cc3c2n1	16	0.3	-0.8	4	-61	-0.1	6.3	7.2	-0.1	1	3.9
O=C(CSc1nc2ccccc2c(=O)[nH]1)N1CCCCCC1	-2	1.0	-0.2	-1	-1	0.2	1.9	-2.3	1.0	-3	2.3
CCc1ccccc1NC(=O)CSc1nnc([C@@H]2CCCN2C(=O)OC(C)(C)C)o1	-4	-2.2	-1.3	0	3	-0.2	-3.5	-0.8	-1.5	3	2.7
